M4 ag: agonists of human muscarinic M4 receptor (CHRM4); P08173; CHO-K1 hM4/Gqi5, Fluo-8 calcium fluorescence; vehicle 0%, full acetylcholine response 100%; activation, % at 3 µM; actives 0.14% (n = 360,000);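 active = activation above the run mean over all test wells plus 3 SD, cut at about 32% in these data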;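 also: peak over basal fluorescence ratio per well then scaled between controls; 0% = DMSO wells and 100% = acetylcholine at EC100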
Target sequence (P08173 whole entry, looked up): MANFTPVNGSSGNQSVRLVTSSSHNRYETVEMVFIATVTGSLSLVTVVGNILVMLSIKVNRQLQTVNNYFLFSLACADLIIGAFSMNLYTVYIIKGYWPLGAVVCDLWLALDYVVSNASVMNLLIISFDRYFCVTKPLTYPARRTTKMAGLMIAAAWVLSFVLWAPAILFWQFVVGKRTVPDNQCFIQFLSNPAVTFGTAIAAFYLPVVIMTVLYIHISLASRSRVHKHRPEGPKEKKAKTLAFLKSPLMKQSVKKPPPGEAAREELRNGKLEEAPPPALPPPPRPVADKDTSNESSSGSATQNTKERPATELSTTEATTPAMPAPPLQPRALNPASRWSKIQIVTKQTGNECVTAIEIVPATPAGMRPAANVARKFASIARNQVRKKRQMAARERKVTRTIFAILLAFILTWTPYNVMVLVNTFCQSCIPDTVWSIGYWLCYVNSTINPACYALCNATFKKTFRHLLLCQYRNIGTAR
M4 antag: CHRM4 antagonism in calcium assay; P08173; CHO-hM4 cells, ACh EC80, Fluo-8 calcium fluorescence; inhibition, % at 3 µM; actives 0.73% (n = 360,000);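 active = inhibition above its plate's cutoff, the mean inhibition of sample wells plus 3 SD, cut at about 27% in these data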;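 also: 0% = acetylcholine EC80 with DMSO and 100% = DMSO without agonist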
CHRM1 antagonist: human CHRM1 antagonism. P11229. CHO-K1 hM1, Fluo-8 calcium fluorescence, ACh EC80 antagonist. inhibition, % at 3 µM. actives 1.3% (n = 360,000);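 active = percent inhibition above its own plate's cutoff, namely the mean of that plate's compound wells plus 3 SD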;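 also: peak over basal fluorescence ratio during 140 s after agonist addition; 0% = ACh EC80 plus DMSO and 100% = DMSO alone without agonist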
Target sequence (P11229 whole entry, looked up): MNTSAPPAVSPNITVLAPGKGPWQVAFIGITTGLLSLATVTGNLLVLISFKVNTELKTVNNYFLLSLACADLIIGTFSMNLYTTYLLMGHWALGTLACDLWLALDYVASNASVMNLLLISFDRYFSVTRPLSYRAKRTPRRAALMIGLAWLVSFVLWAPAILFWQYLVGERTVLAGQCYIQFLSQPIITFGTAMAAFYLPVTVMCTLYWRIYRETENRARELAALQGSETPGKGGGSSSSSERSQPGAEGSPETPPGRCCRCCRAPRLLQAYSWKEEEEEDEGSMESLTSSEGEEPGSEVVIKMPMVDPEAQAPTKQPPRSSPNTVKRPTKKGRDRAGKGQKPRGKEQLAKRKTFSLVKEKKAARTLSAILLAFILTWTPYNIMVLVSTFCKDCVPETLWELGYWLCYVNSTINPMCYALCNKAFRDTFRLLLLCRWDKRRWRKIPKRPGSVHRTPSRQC
M1 ag: human M1 muscarinic receptor agonism; CHO-K1 hM1, Fluo-8 calcium fluorescence, agonist mode; 0% DMSO, 100% acetylcholine EC100; activation, % at 3 µM; actives 0.33% (n = 360,000);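 active = activation above the run's mean compound activation plus 3 SD, cut at about 16% in these data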;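 also: peak over basal fluorescence ratio within a 140 s kinetic read after compound addition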
CHRM5 PAM: potentiates acetylcholine response at human M5 receptor | actives 0.3% (n = 360,000) | CHO-K1 hM5, Fluo-8 calcium, ACh EC20 PAM; 0% = ACh EC20, 100% = ACh EC100 | activation, % at 3 µM | P08912;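 active = activation above the run cutoff, the mean activation of all test compounds plus 3 SD, cut at about 18% in these data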
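system = human M5 receptor in CHO-K1 cells | reagent = EC20 acetylcholine as agonist stimulus | compound dosing = single-point, 3 µM nominal | incubation = Fluo-8 loading 80 min at 37 °C plus 30 min room temperature | detection = Fluo-8 calcium dye fluorescence, kinetic read | benchmarks = low control EC20 acetylcholine (0%), high control EC100 acetylcholine (100%)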
CHRM5 antagonist: CHRM5 antagonism in calcium assay | P08912 | CHO-hM5 cells, Fluo-8 calcium fluorescence, ACh EC80 | inhibition, % at 3 µM | actives 0.59% (n = 360,000);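 active = inhibition above a per-plate cutoff, the mean of that plate's test compounds plus 3 SD, cut at about 27% in these data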;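 also: 0% = acetylcholine EC80 with DMSO and 100% = DMSO without agonist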
M5 ag: agonists of human muscarinic M5 receptor (CHRM5); P08912; CHO-K1 hM5 cells, Fluo-8 calcium fluorescence; 0% DMSO wells, 100% maximal acetylcholine response; activation, % at 3 µM; actives 0.19% (n = 360,000); AID 624037;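 active = activation above the run's mean over test compounds plus 3 SD, cut at about 23% in these data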;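 also: signal is peak over basal fluorescence ratio across the kinetic read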
TAAR1 agonist: human TAAR1 agonism; Q96RJ0; CHO RD-HGA16 TAAR1, Fluo-8 calcium fluorescence; vehicle wells 0%, saturating PEA agonist 100%; activation, % at 3 µM; actives 0.99% (n = 360,000); AID 624467;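 active = activation above the mean activation of all test compounds in the run plus 3 SD, cut at about 38% in these data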
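Test system: RD-HGA16 (CHO) cells co-expressing Gα16 and hTAAR1 / Benchmarks: DMSO vehicle as 0%, PEA at EC100 as 100% / Repeats: no replicates (n 1) / Measure: % activation from peak over basal fluorescence ratio, DMSO-to-PEA scaled / Timing: 17-24 h plating, Fluo-8 75 min 37 °C, 30 min RT / Technique: kinetic Fluo-8 calcium fluorescence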
CHRM1 PAM: positive allosteric modulators of human M1 muscarinic receptor | P11229 | CHO-K1 hM1, Fluo-8 calcium fluorescence, ACh EC20; 0% = ACh EC20, 100% = maximal ACh | activation, % at 3 µM | actives 0.088% (n = 360,000); in the data active = activation above about 19%, passing the limit was not always enough
Starred values were filed as active, the others as inactive; / = no result given. This is a subset (hit frequency here may not be typical).

cpd	CHRM5 antagonist	TAAR1 agonist	M4 antag	CHRM5 PAM	CHRM1 PAM	M4 ag	M5 ag	CHRM1 antagonist	M1 ag	SMILES
1	-6	2	3	2	-6	0	0	12	-9	O=c1cc(N2CCc3ccccc32)[nH]c(=O)n1-c1ccc(Cl)cc1
2	6	5	1	1	7	2	3	-12	1	COCC(C)n1c(C)cc(C(=O)CSc2nnnn2C2CCCC2)c1C (stereo unspecified)
3	11	1	-1	-1	15	0	-3	-11	-1	CCc1nnc(NC(=O)CCC(=O)Nc2ccc(Cl)cc2)s1
4	-2	0	-8	10	6	1	2	-16	-1	COCCN(C(=O)COC(=O)C1CCC(C(C)(C)C)CC1)c1c(N)n(Cc2ccccc2)c(=O)[nH]c1=O (stereo unspecified)
5	-4	9	-1	1	7	1	-3	-8	-4	COc1ccc(C(CNC(=O)CCOc2ccccc2)N(C)C)cc1 (stereo unspecified)
6	1	5	2	3	5	1	-3	-2	0	C=CCn1c(-c2ccoc2)n[nH]c1=S
7	-4	4	-4	3	6	1	-2	-12	1	O/N=C(\c1ccc2c(c1)OCCO2)C1CCCCC1
8	3	7	6	-3	7	3	1	-2	-1	COc1ccccc1N1CCN(C(=O)c2cc3n(n2)C(C(F)(F)F)CC(c2ccco2)N3)CC1 (stereo unspecified)
9	-10	/	-11	2	-1	7	-3	-12	-2	S=C(NCCc1cccc(Cl)c1)NCc1ccccc1
10	-3	12	-9	-7	/	0	-1	/	/	Cc1cccc(COC[C@H](Cc2ccccc2)N2CCN(C(=O)c3cc(Cl)cc(Cl)c3)CCC2=O)c1
11	-6	9	5	-2	3	0	2	2	-2	CCn1c(SCc2nc3ccccc3c(=O)[nH]2)nnc1C(C)NC(=O)c1ccccc1F (stereo unspecified)
12	-4	1	-3	0	4	5	-1	-5	0	CC(=O)Nc1ccc(NC(=O)C(C)OC(=O)c2ccc3[nH]c(C)c(C)c3c2)cc1 (stereo unspecified)

(further entries)
cpd	CHRM5 antagonist	TAAR1 agonist	M4 antag	CHRM5 PAM	CHRM1 PAM	M4 ag	M5 ag	CHRM1 antagonist	M1 ag	SMILES
13	2	1	-9	-13	-9	-1	-7	-6	-7	O=C(N(c1ccccc1)c1ccccc1)N(c1ccccc1)c1ccccc1
14	-6	4	-10	8	10	5	1	-5	-2	O=C(NCCc1cccc(C(F)(F)F)c1)C1CCC(=O)N(CCc2cccc(F)c2)C1 (stereo unspecified)
15	2	-1	-8	-5	2	5	4	-18	-5	COc1ccc(CSCC(=O)N/N=C/c2ccc(OCC(=O)N3CCCCC3)cc2)cc1
16	-3	1	-3	-3	-1	0	0	4	-3	CC1(C(=O)O)CCN1C(=O)COc1ccc(Cl)cc1 (stereo unspecified)
17	4	1	-6	9	3	1	-4	-2	-7	CCOc1ccc(C(=O)NCC(=O)NCC(c2ccco2)N2CCCCC2)cc1 (stereo unspecified)
18	-5	11	-3	4	9	4	4	-14	-2	O=C(Nc1ccc2oc(-c3ccccc3)nc2c1)c1ccco1
19	-2	2	-6	-6	2	4	1	-2	-3	CCn1c(N2CCN(C(=O)Nc3ccc(F)cc3)CC2)nc2ccccc21
20	15	8	15	-6	0	6	2	1	-3	CCCOc1ccc(Cn2cnc3ccccc32)cc1
21	5	7	-1	-10	-1	5	2	0	-3	CCN(CC)S(=O)(=O)c1ccc(C(=O)NNC(=O)C2COc3ccccc3O2)cc1 (stereo unspecified)
22	-7	4	-11	3	/	2	1	/	/	Nc1nc2ncccn2c1-c1ccc(F)c(F)c1
23	-13	1	-4	-1	3	2	-4	-4	-6	CC(=O)c1ccc(C(=O)NC2CCCN(Cc3ccccc3F)C2)s1 (stereo unspecified)
24	-7	5	-4	2	12	0	1	-7	-9	O=C(NNC(=S)Nc1ccccc1)NNC(=S)Nc1ccccc1

Some of the entries above, set out differently.
#	SMILES	CHRM5 antagonist	TAAR1 agonist	M4 antag	CHRM5 PAM	CHRM1 PAM	M4 ag	M5 ag	CHRM1 antagonist	M1 ag
15	COc1ccc(CSCC(=O)N/N=C/c2ccc(OCC(=O)N3CCCCC3)cc2)cc1	2	-1	-8	-5	2	5	4	-18	-5
16	CC1(C(=O)O)CCN1C(=O)COc1ccc(Cl)cc1 (stereo unspecified)	-3	1	-3	-3	-1	0	0	4	-3
17	CCOc1ccc(C(=O)NCC(=O)NCC(c2ccco2)N2CCCCC2)cc1 (stereo unspecified)	4	1	-6	9	3	1	-4	-2	-7
18	O=C(Nc1ccc2oc(-c3ccccc3)nc2c1)c1ccco1	-5	11	-3	4	9	4	4	-14	-2
19	CCn1c(N2CCN(C(=O)Nc3ccc(F)cc3)CC2)nc2ccccc21	-2	2	-6	-6	2	4	1	-2	-3

(more compounds)
cpd	CHRM5 antagonist	TAAR1 agonist	M4 antag	CHRM5 PAM	CHRM1 PAM	M4 ag	M5 ag	CHRM1 antagonist	M1 ag	SMILES
25	5	-2	10	-1	0	0	-2	-1	-3	COc1ccc(C(=O)NCC(=O)Nc2ccccc2)cc1OC
26	-1	27	-4	-10	3	5	2	-6	-2	CC(=O)N1c2c(cc(Br)cc2S(=O)(=O)N2CCN(C(=O)c3ccco3)CC2)CC1C (stereo unspecified)
27	-3	7	3	5	3	5	3	-8	4	O=C(C1CCN(S(=O)(=O)c2ccc3c(c2)OCCO3)CC1)N1CCc2ccccc21
28	9	1	-1	4	2	2	0	-16	-6	CC(C)(C)OC(=O)N(CC1CCNCC1)C(=O)c1[nH]c(C(F)(F)F)nc1-c1ccccc1
29	8	-3	0	-4	-2	2	-5	-1	-4	CC1CC(C)CN(C(=O)C(C)N2CCN(S(=O)(=O)c3ccc(Br)s3)CC2)C1 (stereo unspecified)
30	1	2	-3	3	8	2	4	-7	-3	O=C(NCc1cccs1)C(=O)c1cn(CC(=O)N2CCCC2)c2ccccc12
31	-7	2	-9	10	21	1	1	-18	2	CN(C)NC1CC(=O)N(c2ccccc2)C1=O (stereo unspecified)
32	-5	4	9	-4	7	1	-1	-10	-4	O=C1C2CCCN2C(=O)N1CCN1CCN(CCO)CC1 (stereo unspecified)
33	-1	-3	-7	1	2	3	-6	-6	-6	O=C(NN1C(=O)NC2(CCCCC2)C1=O)c1ccc(-c2ccccc2Cl)o1
34	-7	0	-16	-2	0	1	2	-6	-2	O=C(NC(Cc1c[nH]c2ccccc12)C(=O)O)c1ccc(F)cc1 (stereo unspecified)
35	14	12	5	-5	9	5	-3	-9	-3	Cc1ccc(CCNC(=O)CS(=O)Cc2nc(-c3ccccc3Cl)oc2C)cc1 (stereo unspecified)
36	1	11	9	-2	3	1	-4	-1	-13	COc1cccc(OCC(=O)Nc2ccccc2-c2ccccc2)c1

Additional records follow.
cpd	CHRM5 antagonist	TAAR1 agonist	M4 antag	CHRM5 PAM	CHRM1 PAM	M4 ag	M5 ag	CHRM1 antagonist	M1 ag	SMILES
37	10	0	-3	1	12	3	-2	-11	-5	O=C(CSc1nnc(-c2ccncc2)s1)Nc1ccc(Cl)c(C(=O)O)c1
38	8	2	-10	-4	10	0	3	-13	0	Nc1nc(CCl)nc(Nc2ccc3ccccc3c2)n1
39	7	1	0	0	8	0	-3	-4	-6	C/C(=N\NC(=O)CCCNc1ccc(C)cc1)c1ccccn1
40	8	8	-2	-12	1	1	-6	-5	-4	N#Cc1ccc(C(c2nnnn2Cc2ccccc2)N2CCCC2)cc1 (stereo unspecified)
41	5	1	3	-4	4	4	4	-7	-2	Cc1cccc(NC(=O)c2ccc(S(=O)(=O)N3CC(C)OC(C)C3)cc2)n1 (stereo unspecified)
42	-7	11	-5	3	-6	5	0	8	-8	CSc1ccccc1C(=O)OCC(=O)Nc1c(C)n(C)n(-c2ccccc2)c1=O
43	13	10	19	-19	-28	22	2	56*	0	CC(CN1CCN(CCOCCO)CC1)CN1c2ccccc2Sc2ccc(Cl)cc21 (stereo unspecified)
44	-1	5	3	-2	5	3	-1	-9	-2	O=C(CCCOc1ccccc1)N1CCN(c2ccc(F)cc2)CC1
45	2	/	9	-5	1	0	0	-6	-1	COc1ccc(-n2c(Cc3cc(=O)[nH]c(=O)[nH]3)nnc2SCc2ccccc2)cc1
46	1	15	-10	-5	8	1	2	-3	0	O=C(Nc1nnc(SCc2ccc(Cl)cc2Cl)s1)C1COc2ccccc2O1 (stereo unspecified)
47	8	1	-4	-1	7	1	-1	-11	-3	COc1cccc(N2CC(C(=O)Nc3nnc(SCC(=O)Nc4cc(C)on4)s3)CC2=O)c1 (stereo unspecified)
48	1	6	-14	-2	6	2	-2	-7	-2	O=C(CNC(=O)c1ccccc1Br)N/N=C/c1cccnc1

(list continues)
cpd	CHRM5 antagonist	TAAR1 agonist	M4 antag	CHRM5 PAM	CHRM1 PAM	M4 ag	M5 ag	CHRM1 antagonist	M1 ag	SMILES
49	4	8	2	3	11	0	0	-10	-4	CC1CC(NC(=O)N(C)C)N(C)C(=O)N1 (stereo unspecified)
50	-1	4	5	-2	8	1	-2	-6	-6	CC(c1nnc(SCC(=O)Nc2cc([N+](=O)[O-])ccc2F)n1Cc1ccccc1)N(C)C (stereo unspecified)
51	-2	4	-20	2	8	1	-2	-11	-1	COc1ccc(C(C)C)cc1S(=O)(=O)Nc1ncn[nH]1
52	-7	-1	-7	8	10	0	6	-1	-2	O=[N+]([O-])c1ccc(-c2cn(-c3ccccc3F)c(=S)[nH]2)cc1
53	-5	13	-7	3	8	2	2	-4	0	CCCC(NC(=O)C(C)Sc1nnnn1C1CC1)c1ccccc1 (stereo unspecified)
54	7	1	9	-7	10	1	0	-8	-2	COC(=O)/C(=C/c1cn(C(C)=O)c2ccccc12)[N+](=O)[O-]
55	3	3	5	-4	1	0	-1	-8	-2	O=C(NC(=S)NC(=O)c1ccccc1F)c1ccccc1F
56	6	0	-8	8	9	1	-9	-13	-7	O=[N+]([O-])c1ccccc1Oc1ccc(Cl)c2cccnc12
57	-2	2	-22	7	3	2	1	-4	-3	CC(C)[C@H](NC(=O)c1ccco1)C(=O)OCC(=O)c1ccc(Br)s1
58	4	24	14	3	11	13	4	4	4	COc1cc(-c2cnc3c(NC=O)cc(-c4ccc(C)cc4)cn23)cc(OC)c1OC

Assay outcomes from PubChem.
